From PubChem BioAssay
KDM5B inhibitor: blocks human KDM5B histone demethylase activity; 2.6% of 220,000 active; AID 1347165; KDM5B demethylase, FDH-coupled NADH fluorescence (FDH is formaldehyde dehydrogenase); Q9UGL1; Potency, µM (top dose mostly 57.7 µM), without a hit: at the highest dose activity change, negative = inhibition, actives largely listed as inhibitors; active means well fitted inhibition curve with a large enough effect; inconclusive means small, poorly fitted or top-dose-only effect; inactive means no such curve, though single readings can be large or run the other way; further: 0% is about no effect; nearly all actives have a fitted effect of over 70% in size
Target sequence (Q9UGL1 whole entry, looked up): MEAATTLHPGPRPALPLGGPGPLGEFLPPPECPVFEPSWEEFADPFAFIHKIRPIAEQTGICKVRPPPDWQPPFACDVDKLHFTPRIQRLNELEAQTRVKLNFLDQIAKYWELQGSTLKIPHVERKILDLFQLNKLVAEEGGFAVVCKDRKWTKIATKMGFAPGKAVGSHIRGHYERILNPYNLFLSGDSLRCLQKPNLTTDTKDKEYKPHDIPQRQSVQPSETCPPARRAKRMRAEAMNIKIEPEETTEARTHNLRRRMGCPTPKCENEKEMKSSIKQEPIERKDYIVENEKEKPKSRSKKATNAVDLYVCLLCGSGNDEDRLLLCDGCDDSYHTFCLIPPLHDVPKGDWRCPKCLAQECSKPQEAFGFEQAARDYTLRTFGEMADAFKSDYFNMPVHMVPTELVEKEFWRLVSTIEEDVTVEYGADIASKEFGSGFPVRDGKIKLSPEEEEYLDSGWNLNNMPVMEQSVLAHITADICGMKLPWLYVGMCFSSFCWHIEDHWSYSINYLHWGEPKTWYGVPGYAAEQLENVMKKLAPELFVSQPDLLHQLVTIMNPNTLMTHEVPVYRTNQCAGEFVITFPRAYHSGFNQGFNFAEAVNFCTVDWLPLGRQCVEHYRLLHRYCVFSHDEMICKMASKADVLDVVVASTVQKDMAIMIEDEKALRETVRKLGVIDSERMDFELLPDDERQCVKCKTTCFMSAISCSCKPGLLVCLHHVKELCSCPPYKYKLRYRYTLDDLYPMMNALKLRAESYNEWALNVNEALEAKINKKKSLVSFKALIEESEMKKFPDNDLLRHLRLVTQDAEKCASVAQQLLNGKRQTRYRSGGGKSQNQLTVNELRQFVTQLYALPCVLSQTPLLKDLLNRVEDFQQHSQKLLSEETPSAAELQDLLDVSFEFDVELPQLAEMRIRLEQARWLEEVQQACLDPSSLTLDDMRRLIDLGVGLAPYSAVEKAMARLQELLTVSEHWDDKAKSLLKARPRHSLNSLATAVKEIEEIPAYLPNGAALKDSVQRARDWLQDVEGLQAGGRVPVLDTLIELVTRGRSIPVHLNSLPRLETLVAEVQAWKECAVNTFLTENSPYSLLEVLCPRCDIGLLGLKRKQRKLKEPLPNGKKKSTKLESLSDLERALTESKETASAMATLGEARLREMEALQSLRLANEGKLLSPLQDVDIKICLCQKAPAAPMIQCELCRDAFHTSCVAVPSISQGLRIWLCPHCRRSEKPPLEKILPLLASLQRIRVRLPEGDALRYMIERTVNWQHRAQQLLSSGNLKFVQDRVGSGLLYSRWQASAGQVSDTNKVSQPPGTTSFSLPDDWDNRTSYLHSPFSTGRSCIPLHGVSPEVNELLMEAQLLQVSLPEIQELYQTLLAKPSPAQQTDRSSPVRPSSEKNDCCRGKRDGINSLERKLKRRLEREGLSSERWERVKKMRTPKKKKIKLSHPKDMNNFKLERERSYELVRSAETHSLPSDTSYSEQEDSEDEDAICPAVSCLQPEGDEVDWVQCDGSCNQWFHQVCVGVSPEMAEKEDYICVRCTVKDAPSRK
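Coupled FDH/NAD⁺ fluorescence readout. KDM5BΔAP 200 nM final; compound titration, 10 min RT preincubation; substrate mix 12.5 µM H3K4me3, 25 µM 2-OG, 50 µM Fe(II), 100 µM ascorbate, 0.25 mM NAD⁺, 0.25 U/mL FDH; ΔRFU over 30 min.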
An asterisk follows results filed as active; ? = inconclusive; [ ] = another dose, or the depositor's remark. Potency means the concentration at half of the fitted maximal effect. These rows are one share of the data; the hit share may differ from the screen's.

SMILES | KDM5B inhibitor
COC(=O)Cc1csc(NC(=O)Cc2c(C)c3ccc(OC)cc3oc2=O)n1 | ?
Cc1c(/C=C(\C#N)C(=O)Nc2cccc(Cl)c2)c2ccccc2n1Cc1ccccc1Cl | -29%[11.5 µM]
COCCN1CC(CO)C2(CCN(C3CCSCC3)CC2)C1 (stereo unspecified) | ?
COc1ccc(C(=O)N2CCC3(CC2)NC(=O)N(c2ccc(F)cc2)N3)cc1OC | -9%
CC(=O)c1c(C)[nH]c(C(=O)C(C)OC(=O)c2cc(F)cc(F)c2)c1C (stereo unspecified) | 10%
CC(C)(C)CC(=O)NCCc1ccsc1 | 15%
COc1ccc(-c2ccnc3nc(C4CC4)nn23)c(F)c1 | 25µM*
CCN(c1ccccc1)S(=O)(=O)c1ccc(N2CCN(c3ccc(OC)cc3)CC2)nc1 | ?
O=C(COc1ccc2ccc(=O)oc2c1)NC1CC1 | ?
CCOc1c(Br)cc(C(=O)Oc2cccc(F)c2)cc1OC | 18%
Cc1nc(Nc2nc(CCC(C)C)cc(=O)[nH]2)nc2c(C)cccc12 | 14%
CC(C)N1C(=O)OCC12CCN(Cc1ccc3c(c1)CCO3)C2 (stereo unspecified) | -12%[86.2 µM]
CSc1nccc(N2CCC3(CCCN(C(C)C)C3=O)C2)n1 (stereo unspecified) | -16%
NC(=O)c1ccc(OCC2CCCCC2)cc1 | 15%
COc1cc(Nc2nc3c(S(=O)(=O)c4ccccc4)nnn3c3ccc(Cl)cc23)cc(OC)c1 | -6%
Cc1ccc(Cl)cc1N1CCN(C(=O)c2ccc3c(c2)N(Cc2ccc(F)cc2)CCS3)CC1 | ?
C[C@@H](NC(=O)C12CC3CC(CC(C3)C1)C2)c1onc(-c2ccccc2)c1C(=O)O | -5%[86.2 µM]
CCCn1c(=O)n(CC(=O)Nc2ccc(C)c(F)c2)c(=O)c2c1nc(C)n2CCOC | -4%
Cc1cc(C)c(O)c(-c2n[nH]c3c2C(c2ccc(Cl)c(Cl)c2)N(CCCO)C3=O)c1 (stereo unspecified) | -10%
NC(=S)N/N=C/c1c(O)c(Br)cc2oc3c(c12)CCCC3 | ?

Continued:
SMILES | KDM5B inhibitor
COc1ccc(CNC(=O)N2CC(c3nc(CCOCC4CCOCC4)no3)C2)cc1 | -6%
CC(=O)Nc1cccc(C(=O)N2CCC3(CC2)NC(=O)N(c2cccc(Cl)c2)N3)c1 | -4%
CC(C)NC(=O)N1C[C@@H]2C[C@H]1C(=O)N(C)c1ccccc1O2 | 18%[86.2 µM]
O=C(Cc1cccc(F)c1)N1CCC(c2nc(-c3ccccc3)no2)C1 (stereo unspecified) | 3%
COc1ccccc1Oc1nc2c(c(=O)n(C)c(=O)n2C)n1Cc1cccc(Br)c1 | -11%
Cc1cc(C)cc(OCc2ccc(C(=O)Nc3ccccc3F)o2)c1 | ?
CC(C)N(C(=O)c1cccc(I)c1)C(C)C | 28%
CC(=O)Nc1ccc(N(C(=O)CNC(=O)c2cccs2)C(C(=O)NC(C)(C)C)c2ccccc2)cc1 (stereo unspecified) | 6%
N#Cc1ccc(NC(=O)c2ccc3c(c2)OCCCO3)cc1 | 7%
O=S(=O)(c1cc(Br)c(Cl)s1)N1CCCC1 | 5%
O=C(COCc1cc(-c2ccc(F)cc2)on1)Nc1ccccc1F | -16%
O=C(NCCc1csc(-c2cccnc2)n1)c1cccc(Cl)c1 | ?
CC(=O)N1CCCC1c1nc2ccccc2n1Cc1cc(C)ccc1C (stereo unspecified) | -16%
CSCC(=O)N1CCC(c2nnc(CN3CCN(C)CC3)n2C)CC1 | -7%
Cc1ccc(CNC(=O)N2CC[C@H]3C(=O)NCCCCCN(Cc4cccnc4)[C@@H]3C2)cc1 | -15%
COc1ccc(C(=O)N2CCC3(CC2)NC(=O)N(Cc2ccccc2)C3=O)cc1OC | 28%
CCCOc1cccc(C2c3c(oc4ccccc4c3=O)C(=O)N2c2nncs2)c1 (stereo unspecified) | -27%
CC(=O)NCCC(=O)N1Cc2ccccc2CC2(CCCN2CCc2ccc(C)cc2)C1 (stereo unspecified) | ?
CC(=O)N1CCCc2cc(S(=O)(=O)N3CCC(C(=O)NCc4ccc(C)cc4)CC3)ccc21 | 11%
CCN(Cc1ccccc1)C(=O)CC1CCCCN(Cc2ccccc2)C1=O (stereo unspecified) | 1%

KDM5B inhibitor: what is marked active above
SMILES | KDM5B inhibitor
COc1ccc(-c2ccnc3nc(C4CC4)nn23)c(F)c1 | 25µM*

(next part)
SMILES | KDM5B inhibitor
Cc1cc(NS(=O)(=O)c2ccc(NC(=O)Nc3cccc(C(F)(F)F)c3)cc2)no1 | 7%
CCNC(=O)c1ccc2c(c1)nc1n2CCCCC1 | 0%
CCNC(=O)c1cccc(NC(=O)Cc2c[nH]c3ccccc23)c1 | 5%
O=[N+]([O-])c1ccc(-c2cc3ccccc3[nH]2)cc1 | 12%
Cc1n[nH]c(C)c1C(=O)CC1(O)C(=O)N(CCc2ccccc2)c2ccccc21 (stereo unspecified) | -2%
O=C(O)c1cc(Cl)c(Cl)c(Cl)c1 | 18%
COc1ccc(-c2nc3c(c(=O)[nH]2)CCN(C(=O)Cc2ccsc2)C3)cc1 | ?
COc1cccc(OC)c1CN1CC[C@@H]2CN(S(C)(=O)=O)[C@@H]2C1 | -30%
Cc1ccc(-n2nc(C)cc2NC(=O)CSc2nnnn2-c2cc(C)cc(C)c2)cc1 | 13%
COc1ccc(C#CCN(Cc2ccc(OC)cc2OC)C(N)=NC(=O)CCc2ccccc2)cc1 | 2%
O=C(CSc1ccc2c(c1)OCCCO2)NC(c1ccccc1)c1cccs1 (stereo unspecified) | 9%
Cc1ccc(C)c(NC(=O)N2CCCC(c3noc(COc4ccccc4)n3)C2)c1 (stereo unspecified) | 12%
CCCc1cc(=O)n2[nH]c(NC(=O)CC(C)C)nc2n1 | 10%
Cc1cc(NC(=O)CC2Oc3ccccc3NC2=O)ccc1Br (stereo unspecified) | 35%
CC(=O)c1ccc(Nc2nc3ccccc3nc2-n2nc(C)cc2C)cc1 | ?
CC(C)c1noc(CC2CCN(C(=O)Cc3ccc(F)cc3)CC2)n1 | -12%
Cn1ccnc1CN1C(=O)CO[C@H](c2ccc(NC(=O)c3ccc(F)c(Cl)c3)cc2)[C@H]1CO | 4%
COCCOCC1(CNC(=O)C2CCOCC2)C[C@@H](O)[C@@H](O)C1 (stereo partly specified) | -24%[86.2 µM]
Cc1ccc(NC(=O)CN2C(=O)CC(C)Sc3ccccc32)c(C)c1 (stereo unspecified) | 9%
CCc1ccc(S(=O)(=O)c2nnn3c2nc(Nc2ccc(C)c(Cl)c2)c2sccc23)cc1 | -29%

Continued.
SMILES | KDM5B inhibitor
C=CCNC(=S)N/N=C/c1cn(C)c2ccccc12 | -3%
Cc1nc2ccccc2c(C)c1CC(=O)NCC(C)C | -1%
Cc1ccc(C2=NC3(CCN(C(=O)c4cc(F)ccc4F)CC3)ON2)cc1 | -26%
CN(C)CC(=O)N1Cc2ccccc2CC2(CCCN(C)C2)C1 (stereo unspecified) | 29%[149 µM]
CCN1CCC(NC(=O)CC23CC4CC(CC(C4)C2)C3)CC1 | -2%
COc1cc(CN(C)C(=O)Cn2c(=O)c3c(ncn3C)n(C)c2=O)ccc1OC(F)F | 11%
CCOc1ccc(NC(=O)C2CCCN(S(=O)(=O)c3ccc4[nH]c(=O)ccc4c3)C2)cc1 (stereo unspecified) | -11%
COc1cc(OC)c2c(C)c(CC(=O)NCc3ccccc3OC)c(=O)oc2c1 | ?
O=C1CCN(C(=O)[C@@H](Cc2ccccc2)NC(=O)c2ccoc2)CCOCCN1 | -22%
O=C(N1CCC2(CC1)CC(N(Cc1ccccc1)C1CC1)CCO2)C1(c2ccccc2)CC1 (stereo unspecified) | 6%
CC(C)c1ccc(CC(=O)N2CCCc3ncc(C(=O)N(C)Cc4ccccc4)cc32)cc1 | 0%
Cc1cc(F)ccc1NC(=O)C1CCN(C(=O)c2cnn(-c3ccccc3)c2-n2cccc2)CC1 | 2%
CCN(CC)c1ccc(NC(=O)Cn2c(C)c3cnn(-c4ccccc4)c(=O)c3c2C)c(C)c1 | -30%
COc1ccc2[nH]c3c(c2c1)CCNC31CCN(C(=O)c2ccccn2)CC1 | -1%
CN1C(=O)CO[C@H](c2ccc(NC(=O)c3cccnc3)cc2)[C@H]1CO | 4%[86.2 µM]
Cc1cc(C)cc(Nc2cc(C(=O)NCCCOC(C)C)c3ccccc3n2)c1 | ?
Cc1cccn2c(=O)c3cc(C(=O)N(Cc4ccccc4)C(C)C)sc3nc12 | -40%
CC(C)S(=O)(=O)CCNc1nccc(-c2cccnc2)n1 | 32µM*
COCC1CN(C)CC12CCN(C1CCOCC1)CC2 (stereo unspecified) | ?
CCC(C(=O)NCCn1ccn2nc(-c3ccc(F)cc3)cc2c1=O)c1ccccc1 (stereo unspecified) | -11%

Next results.
SMILES | KDM5B inhibitor
Cc1ccc(C2Cn3nnc(C(=O)N4CCN(C(=O)Cc5cccc(F)c5)CC4)c3CO2)cc1 (stereo unspecified) | -6%
Cc1ccc(CNC(=O)C2CCN(c3cc(C(F)(F)F)ncn3)CC2)cc1 | -18%
Cc1nc2nc(SCC(=O)c3ccc(F)cc3)[nH]c2cc1Br | 20%
O=C(O)c1ccc(C2CCCN(C(=O)CSCC3CC3)C2)cc1 (stereo unspecified) | 10%
COc1ccc(C(=O)NCC(=O)N2CCCCCCNC(=O)CC2c2ccccc2)cc1F (stereo unspecified) | 12%
COc1cccc(NC(=O)CCN2CCN(c3ccccc3)CC2)c1 | 20%
Brc1ccc2nc(SCCOc3ccccc3)[nH]c2c1 | -18%
COc1ccc(-c2ncc(CCNC(=O)c3cccc(F)c3)[nH]2)cc1 | 18%
COC(=O)c1ccc(COC(=O)c2ccc(O)cc2)o1 | 11%
COc1ccc(-c2cc(C#N)nc(Cl)n2)cc1 | ?
O=C(C1CCN(S(=O)(=O)c2ccccc2)CC1)N1CCCC1c1ccc2c(c1)OCCCO2 (stereo unspecified) | 12%
CCc1cc(SC#N)cc(C)c1N | 26%
O=C1CCN(C(=O)Cc2cccc(F)c2)CCCCCCN1 | -23%
COCc1nncn1C1CCN(C(=O)c2ccc(F)c(F)c2)CC1 | -5%
COCCCNC(=O)c1cc(-c2cccnc2)nc2ccc(S(=O)(=O)N3CCC(C)CC3)cc12 | -27%
O=C1CCN(S(=O)(=O)c2ccccc2)CCCN(C2CCCCC2)CCN1 | -15%
Cc1c(C(=O)NCc2ccc(Cl)cc2)sc2nc3n(c(=O)c12)CCC3 | -4%
CCCC(C)N1CC2(CCN(C(=O)c3csc(C(C)C)n3)CC2)OC1=O (stereo unspecified) | 35%
Cc1ncoc1C(=O)NC1CCc2nnc(C3CC3)n2CC1 (stereo unspecified) | -13%
O/N=C1\CCCc2c1nc(-c1cccc(Cl)c1)n2O | 167%[activator]

(further entries)
SMILES | KDM5B inhibitor
N#Cc1ccc(C(=O)N[C@H]2[C@H](O)[C@H](O)C[C@@H]2c2cccnc2)cc1 | -5%[86.2 µM]
Cc1ccccc1C(=O)Nc1nnc(S(=O)(=O)N2c3ccccc3CC2C)s1 (stereo unspecified) | -14%
CSCCC(NC(=O)c1ccc(Cl)cc1Cl)C(=O)Nc1ccc(C)cc1 (stereo unspecified) | 3%
CC(C)CNC(=O)N1CCCC(c2nn[nH]n2)C1 (stereo unspecified) | -17%
CN1CCN(c2ccc3ncc(Nc4ccc5c(c4)OCCO5)n3n2)CC1 | 6%[86.2 µM]
CN1CC2(CCCN(C(=O)c3cn4cc(Cl)ccc4n3)C2)OC1=O (stereo unspecified) | ?
CC(C(=O)Nc1ccccc1Cl)N1CCN(c2ccccc2)CC1 (stereo unspecified) | 11%
Cc1ccc(C)c(S(=O)(=O)N2CCCOC2CNC(=O)C(=O)NCCc2ccco2)c1 (stereo unspecified) | 9%
O=S(=O)(Nc1cccc(-c2nnco2)c1)c1ccc(Cl)cc1 | 14%
Cc1ccc(SCC(=O)c2ccc3c(c2)OCCO3)c(C)c1 | 0%
O=C(CCCSc1ccccc1)Nc1nc2ccc(F)cc2s1 | 2%
COc1ccc(-n2nc(C)c3c2NC(=O)CC3c2cccc(OC)c2OC(C)C)nn1 (stereo unspecified) | 16%
COc1ccc(N(C(=O)CNC(=O)c2ccco2)C(C(=O)NCC2CCCO2)c2ccccc2)cc1Cl (stereo unspecified) | 0%
Cc1ccc(-c2cc(C(=O)N3CCN(S(=O)(=O)c4ccc(Br)s4)CC3)[nH]n2)c(C)c1 | 0%
Cc1ccc(S(=O)(=O)N2CCC(CCC(=O)NCc3ccccc3)CC2)cc1 | 7%
Cc1cc(C(=O)N/N=C/c2c3ccccc3cc3ccccc23)n[nH]1 | -12%
CS(=O)(=O)N1CCc2cc(C(=O)Nc3cccc(F)c3)ccc21 | -27%
Cc1ccc(C(=O)Nc2ccc(-c3nc4ccccc4s3)c(C)c2)cc1 | ?
CC(C)OCCCNC(=O)CCCN1C(=O)CCn2nc(-c3cccn3C)cc21 | ?

Shown field by field: 3 of the compounds above
O=C(O)c1ccc(C2CCCN(C(=O)CSCC3CC3)C2)cc1 (stereo unspecified)
  KDM5B inhibitor = 10%

CCCOc1cccc(C2c3c(oc4ccccc4c3=O)C(=O)N2c2nncs2)c1 (stereo unspecified)
  KDM5B inhibitor = -27%

CC(=O)Nc1cccc(C(=O)N2CCC3(CC2)NC(=O)N(c2cccc(Cl)c2)N3)c1
  KDM5B inhibitor = -4%
